FLuc counter: inhibits or activates purified firefly luciferase, miR-21 counter-screen; 360,000 compounds, 6.9% hits; AID 588342; purified FLuc, Km substrates, luminescence inhibition; Potency, µM (highest dose often 57.5 µM), for inactives: top-dose activity change, negative = inhibition, actives largely listed as inhibitors;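 note: potency is the fitted concentration of half-maximal effect; plate controls were vehicle for no effect and reference inhibitor for full effect; nearly all actives have a fitted effect of over 55% in size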
Target sequence (P08659 whole entry, looked up): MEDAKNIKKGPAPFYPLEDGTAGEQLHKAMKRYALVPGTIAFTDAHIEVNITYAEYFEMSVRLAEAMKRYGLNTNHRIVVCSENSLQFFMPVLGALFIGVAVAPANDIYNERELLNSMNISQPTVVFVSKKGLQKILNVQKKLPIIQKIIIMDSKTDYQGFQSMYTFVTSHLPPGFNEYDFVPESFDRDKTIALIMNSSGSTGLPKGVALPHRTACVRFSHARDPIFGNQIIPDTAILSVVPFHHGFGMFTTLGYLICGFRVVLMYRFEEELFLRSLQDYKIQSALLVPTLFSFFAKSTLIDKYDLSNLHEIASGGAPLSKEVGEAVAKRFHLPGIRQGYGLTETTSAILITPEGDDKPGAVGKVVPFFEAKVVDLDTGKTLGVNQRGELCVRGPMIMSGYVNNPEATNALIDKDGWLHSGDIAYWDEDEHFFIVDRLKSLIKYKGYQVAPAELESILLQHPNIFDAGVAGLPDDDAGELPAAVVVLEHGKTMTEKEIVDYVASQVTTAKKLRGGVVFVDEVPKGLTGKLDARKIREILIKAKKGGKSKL
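Purified P. pyralis luciferase (10nM final) with 10uM D-luciferin and 10uM ATP (Km levels) in 50mM Tris acetate pH 7.5, 10mM Mg acetate, 0.01% Tween-20, 0.05% BSA; qHTS 6-point titration, ~60 µM downward; luminescence read.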
RORgamma inh: ROR gamma (mouse) transcription inhibition. P51450. Drosophila S2 Gal4-RORgamma UAS-luciferase reporter, 20 h. Potency, µM (doses to about 53.6 µM), inactives show top-dose activity change, negative = inhibition, most hits filed as inhibitors. 310,000 compounds, 5.4% hits. AID 2551; note: potency is the fitted concentration of half-maximal effect; % is set by controls: 0 for no effect and ±100 for the full control effect; nearly all actives have a fitted effect of over 60% in size
Target sequence (P51450 whole entry, looked up, the tested form may be a part): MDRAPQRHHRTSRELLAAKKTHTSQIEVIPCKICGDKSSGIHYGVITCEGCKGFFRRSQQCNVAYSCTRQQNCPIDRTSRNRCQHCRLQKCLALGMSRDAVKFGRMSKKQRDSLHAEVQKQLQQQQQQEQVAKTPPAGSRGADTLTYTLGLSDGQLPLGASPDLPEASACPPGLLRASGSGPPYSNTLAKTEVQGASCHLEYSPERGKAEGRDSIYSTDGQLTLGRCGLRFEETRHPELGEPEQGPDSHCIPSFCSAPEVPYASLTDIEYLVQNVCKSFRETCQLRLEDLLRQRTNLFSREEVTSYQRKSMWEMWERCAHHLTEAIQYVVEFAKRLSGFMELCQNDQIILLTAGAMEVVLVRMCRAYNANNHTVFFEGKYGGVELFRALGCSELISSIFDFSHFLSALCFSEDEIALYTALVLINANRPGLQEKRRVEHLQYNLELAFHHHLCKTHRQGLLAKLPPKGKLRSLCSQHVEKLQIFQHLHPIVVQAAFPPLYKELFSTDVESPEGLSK
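Schneider cells (Drosophila), stable Gal4 DBD–ROR gamma + UAS-luc; 1 hr cmpd preincubation; Cu2+ induction 700 uM final; 20 hr ambient; luminescence.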
NPC1 promoter act: NPC1 promoter activation. Huh7 NPC1 promoter luciferase reporter, 24 h. 320,000 compounds, 2.4% hits. Potency, µM (series often up to 9.22 µM), for inactives: at the top dose activation, most hits filed as activators;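 note: potency is the fitted concentration of half-maximal effect; % of control where 0% means no effect; nearly all actives have a fitted effect of over 60% in size; reporter is driven by a mutant NPC1 promoter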
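Luciferase expression driven by the NPC1 promoter was measured in stably transfected Huh7 cells after a 24 h compound incubation, using a luciferase reagent and a luminescence read.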
uPA generation: inhibitors of cell surface uPA generation | cell surface uPA generation assay, qHTS | Potency, µM (highest dose often 38.3 µM), for the others: at the highest dose activity change, negative = inhibition, actives largely listed as inhibitors | 330,000 compounds, 0.31% hits; active = well fitted inhibition curve with a large enough effect; inconclusive = small, poorly fitted or top-dose-only effect; inactive = no such curve, though single readings can be large or run the other way; tested in mouse RAW 264.7 cells; note: potency is the fitted concentration of half-maximal effect; % is set by controls: 0 for no effect and ±100 for the full control effect; nearly all actives have a fitted effect of over 55% in size
ELG1 genotoxic: inducers of genotoxicity in HEK293T ELG1-luciferase cells; HEK293T ELG1-luciferase reporter, luminescence, 16 h; Potency, µM (titrated, usually from 46 µM), for inactives: at the highest dose activity change, positive = activation, hits mostly activators; 330,000 compounds, 1.3% hits; note: potency is the fitted concentration of half-maximal effect; % of control where 0% means no effect; nearly all actives have a fitted effect of over 60% in size
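Quantitative HTS format in 1536-well plates. HEK293T ELG1-luciferase reporter cells receive test compound and are incubated 16 hr at 37 °C, 5% CO2; ONE-Glo added, 30 min room temperature, then luminescence read.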
Gal4-VP16 FLuc: inhibits Gal4-VP16 luciferase reporter, ROR gamma counter-screen. 310,000 compounds, 3.5% hits. AID 2546. Potency, µM (series often up to 53.6 µM), inactives show top-dose activity, negative = inhibition, hits mostly inhibitors. Drosophila S2 Gal4-VP16 UAS-luciferase, luminescence, 20 h;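 note: Gal4-VP16 expression switched on by copper sulfate through the metallothionein promoter; potency is the fitted concentration of half-maximal effect; % is set by controls: 0 for no effect and ±100 for the full control effect; nearly all actives have a fitted effect of over 50% in size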
Rab9 promoter act: Rab9 promoter activation; Huh7 Rab9 promoter-luciferase reporter, luminescence, 24 h; AID 485297; 320,000 compounds, 2.8% hits; Potency, µM (top dose mostly 9.22 µM), for the others: at the highest dose activation, negative = inhibition, usual class: activators; note: potency is the fitted concentration of half-maximal effect; % of control where 0% means no effect; nearly all actives have a fitted effect of over 60% in size
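Huh7 cells stably carrying a Rab9 promoter-luciferase reporter, 1500 cells per well in OP-MEM I with 10% FBS, treated with compound 24 hours at 37C. Luciferase activity read by luminescence after 10 minutes with Amplite reagent.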
KCNH2 3.1 inh: KCNH2 3.1 (human) potassium channel inhibition; U2OS KCNH2 3.1, thallium flux FluxOr; active compounds read low; 340,000 compounds, 0.95% hits; activity change, % (tested at about 1.8 µM);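 active = maximum activity change below -70%; inconclusive = maximum activity change from -70% to -50%; inactive = maximum activity change above -50%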;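 note: thallium influx rate constant from kinetic fluorescence after stimulation buffer; % is set by controls: 0 for no effect and ±100 for the full control effect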
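Normalized rate constant (relative to positive and negative DMSO controls) derived from a 2 min kinetic fluorescence read after stimulation; U2OS cells expressing the 3.1 isoform via virus at 1.77 x 10^8 /mL.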
Tb PFK block: T. brucei PFK enzyme inhibition | T. brucei PFK, ADP-Glo luminescence | Potency, µM (doses to about 57.5 µM), for the others: at the top dose activity, negative = inhibition, usual class: inhibitors | 330,000 compounds, 0.17% hits;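 note: potency is the fitted concentration of half-maximal effect; 0% = uninhibited 1x PFK enzyme wells and -100% = no-enzyme wells; nearly all actives have a fitted effect of over 60% in size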
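In TEA buffer at pH 8.0 with 5 mM MgCl2, enzyme (1.25 nM) converted F6P (0.5 mM) and ATP (0.1 mM) for 45 min at room temperature. ADP product was read by luciferase luminescence.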
Giardia kill: Giardia lamblia killing; 340,000 compounds, 0.15% hits; AID 540267; Giardia lamblia trophozoite viability; activity change, % at 7.66 µM, hits read low; in the data active = activity change below about -80%; inconclusive = between about -30% and that limit;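 note: parasites exposed to compound for two days anaerobically before the ATP read; % is set by controls: 0 for no effect and ±100 for the full control effect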
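Luminescent ATP signal served as the viability read-out, measured 15-30 min after adding ATP detection reagent to trophozoites that had been incubated with compounds for 48 hrs at 37 deg C anaerobically at 100 cells/well.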
FBPA coupling cs: coupling enzyme interference in Giardia aldolase counter-screen | AID 2472 | coupling enzyme system counterscreen, AmpLite Red fluorescence | 290,000 compounds, 0.67% hits | activity change, negative = inhibition, % at 58.2 µM, hits read low; in the data active = activity change below about -30%; note: % is set by controls: 0 for no effect and ±100 for the full control effect
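Fluorescence at 525 nm excitation and 598 nm emission measured inhibition of the coupled detection system without aldolase. Compounds (at 57.5 uM final) were preincubated 10 min at room temperature with coupling enzyme reagent before a 20 min substrate/AmpLite Red step.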
* = called active by the depositor; [ ] = another dose, or the depositor's remark. Unless noted, calls come from the whole dose curve; as a rule, active = well fitted curve in the direction sought with a large enough effect; inconclusive = small, poorly fitted or top-dose-only effect, or another doubt; inactive = no such curve, though single readings can be large; an effect the other way counts as inactive or inconclusive.

How did COc1ccc(C(=O)Nc2ccc(NC(C)=O)cc2)cc1S(=O)(=O)N(C)Cc1ccccc1 do in these assays?
FLuc counter: 4%; NPC1 promoter act: -2%; uPA generation: -2%; ELG1 genotoxic: -5%; Rab9 promoter act: -4%; KCNH2 3.1 inh: 5; Tb PFK block: -6%; Giardia kill: -4

Results for COc1cccc(CNC(=O)C2CCN(S(=O)(=O)c3cccc4cccnc34)CC2)c1 ?
FLuc counter: 5%; RORgamma inh: -28%; NPC1 promoter act: -1%; uPA generation: 7%; ELG1 genotoxic: -1%; Gal4-VP16 FLuc: -10%; Rab9 promoter act: 1%; KCNH2 3.1 inh: 14; Tb PFK block: -1%; Giardia kill: 39[activator]; FBPA coupling cs: 5

What do the screens show for `COc1ccc(Cc2n[nH]c(=S)n2C)cc1Br`?
FLuc counter: 4%; RORgamma inh: 38%; NPC1 promoter act: -5%; uPA generation: -1%; ELG1 genotoxic: -6%; Gal4-VP16 FLuc: -7%; Rab9 promoter act: -7%; KCNH2 3.1 inh: 6; Tb PFK block: -17%; Giardia kill: -3; FBPA coupling cs: -29

What do the screens show for `O=C(NC(=S)N1CCN(c2ccc([N+](=O)[O-])cc2Cl)CC1)c1ccco1`?
FLuc counter: -1%; RORgamma inh: 0.02µM*; NPC1 promoter act: -3%; uPA generation: -1%; ELG1 genotoxic: -4%; Gal4-VP16 FLuc: 0.032µM*; Rab9 promoter act: -1%; KCNH2 3.1 inh: -73*; Tb PFK block: -7%; Giardia kill: -14; FBPA coupling cs: -3

Results for CC1(C)C2CCC1(CS(=O)(=O)Nc1ccccc1)C(=O)C2 (stereo unspecified) ?
FLuc counter: 0%; RORgamma inh: -28%; NPC1 promoter act: 0%; uPA generation: 1%; ELG1 genotoxic: 0%; Gal4-VP16 FLuc: 4%; Rab9 promoter act: -3%; KCNH2 3.1 inh: 2; Tb PFK block: -3%; Giardia kill: -9; FBPA coupling cs: 1

What do the screens show for `CC1CC(C)CN(C(=O)CCNC(=O)Cn2ccc3ccccc3c2=O)C1` (stereo unspecified)?
FLuc counter: 3%; RORgamma inh: 1%; NPC1 promoter act: 0%; uPA generation: -2%; ELG1 genotoxic: 2%; Gal4-VP16 FLuc: 4%; Rab9 promoter act: 5%; KCNH2 3.1 inh: 18; Tb PFK block: 0%; Giardia kill: -6; FBPA coupling cs: 1

How did COc1cc(OC)cc(C(=O)NNC(=O)CN2C(=O)NC(C)(c3ccccc3)C2=O)c1 (stereo unspecified) do in these assays?
FLuc counter: 3%; NPC1 promoter act: 3%; uPA generation: 2%; ELG1 genotoxic: -4%; Rab9 promoter act: -2%; KCNH2 3.1 inh: 1; Tb PFK block: 5%; Giardia kill: -19

What do the screens show for `Cc1c(Cl)c([N+](=O)[O-])nn1CCCC(=O)N(Cc1ccccc1)Cc1ccccc1`?
FLuc counter: -2%; RORgamma inh: 16%[10 µM]; NPC1 promoter act: 1%; uPA generation: -26%; ELG1 genotoxic: -9%; Gal4-VP16 FLuc: -22%; Rab9 promoter act: 0%; KCNH2 3.1 inh: -19; Tb PFK block: -6%; Giardia kill: inconclusive; FBPA coupling cs: -6

How did CCc1ccc(CN(C)C(C)C(=O)Nc2ccc(S(=O)(=O)N3CCCC3)cc2)cc1 (stereo unspecified) do in these assays?
FLuc counter: 3%; NPC1 promoter act: -4%; uPA generation: inconclusive; ELG1 genotoxic: -9%; Rab9 promoter act: 0%; KCNH2 3.1 inh: -25; Tb PFK block: -1%; Giardia kill: -14

Results for O=C1c2oc3ccc(Cl)cc3c(=O)c2C(c2cccc(Br)c2)N1CCO (stereo unspecified) ?
FLuc counter: 1%; RORgamma inh: 20%; NPC1 promoter act: 4%; uPA generation: 16%; ELG1 genotoxic: -5%; Gal4-VP16 FLuc: 2%; Rab9 promoter act: 1%; KCNH2 3.1 inh: 11; Tb PFK block: -3%; Giardia kill: 17; FBPA coupling cs: -1

Overlap with the part before: two entries; new compounds follow.
How did CCc1ccc(CN(C)C(C)C(=O)Nc2ccc(S(=O)(=O)N3CCCC3)cc2)cc1 (stereo unspecified) do in these assays?
FLuc counter: 3%; NPC1 promoter act: -4%; uPA generation: inconclusive; ELG1 genotoxic: -9%; Rab9 promoter act: 0%; KCNH2 3.1 inh: -25; Tb PFK block: -1%; Giardia kill: -14

Results for O=C1c2oc3ccc(Cl)cc3c(=O)c2C(c2cccc(Br)c2)N1CCO (stereo unspecified) ?
FLuc counter: 1%; RORgamma inh: 20%; NPC1 promoter act: 4%; uPA generation: 16%; ELG1 genotoxic: -5%; Gal4-VP16 FLuc: 2%; Rab9 promoter act: 1%; KCNH2 3.1 inh: 11; Tb PFK block: -3%; Giardia kill: 17; FBPA coupling cs: -1

How did COc1ccc(CCNC(=O)COc2ccccc2[N+](=O)[O-])cc1OC do in these assays?
FLuc counter: -1%; RORgamma inh: 33%; NPC1 promoter act: -1%; uPA generation: -4%; ELG1 genotoxic: -2%; Gal4-VP16 FLuc: 3%; Rab9 promoter act: -1%; KCNH2 3.1 inh: -7; Tb PFK block: -2%; Giardia kill: -5; FBPA coupling cs: 1

How did CC1C(=O)CC(c2ccccc2)N(C)C1c1ccccc1 (stereo unspecified) do in these assays?
FLuc counter: -2%; RORgamma inh: -31%; NPC1 promoter act: 2%; uPA generation: -26%; ELG1 genotoxic: 3%; Gal4-VP16 FLuc: 3%; Rab9 promoter act: 4%; KCNH2 3.1 inh: 6; Tb PFK block: 1%; Giardia kill: 33[activator]; FBPA coupling cs: 8

How did CC(C)(C)N(Cc1ccccc1)C(=O)c1ccc(Br)o1 do in these assays?
FLuc counter: -2%; RORgamma inh: inconclusive; NPC1 promoter act: 0%; uPA generation: 3%; ELG1 genotoxic: -3%; Gal4-VP16 FLuc: -14%; Rab9 promoter act: -1%; KCNH2 3.1 inh: -2; Tb PFK block: -3%; Giardia kill: -6; FBPA coupling cs: 5

Results for O=C(CSc1ccc(-c2ccccn2)nn1)N1CCCc2ccccc21 ?
FLuc counter: inconclusive; RORgamma inh: -41%; NPC1 promoter act: -1%; uPA generation: 6%; ELG1 genotoxic: -4%; Gal4-VP16 FLuc: -5%; Rab9 promoter act: 1%; KCNH2 3.1 inh: 12; Tb PFK block: -2%; Giardia kill: 4; FBPA coupling cs: -1

Results for O=C(COc1coc(CN2CCN(c3ccccc3)CC2)cc1=O)Nc1ccccc1 ?
FLuc counter: 8%; NPC1 promoter act: 2%; uPA generation: -2%; ELG1 genotoxic: -1%; Rab9 promoter act: -6%; KCNH2 3.1 inh: -2; Tb PFK block: -12%; Giardia kill: 8

Results for Cc1ccccc1OCc1nnc(SCC(=O)NCc2ccco2)n1C ?
FLuc counter: 0%; RORgamma inh: 9%; NPC1 promoter act: 1%; uPA generation: 1%; ELG1 genotoxic: 1%; Gal4-VP16 FLuc: -2%; Rab9 promoter act: -6%; KCNH2 3.1 inh: -7; Tb PFK block: -12%; Giardia kill: -12; FBPA coupling cs: 3

What do the screens show for `CSc1ccccc1NC(=O)c1cc(C)on1`?
FLuc counter: -20%; RORgamma inh: 11%; NPC1 promoter act: 5%; uPA generation: 0%; ELG1 genotoxic: 0%; Gal4-VP16 FLuc: 14%; Rab9 promoter act: 20%; KCNH2 3.1 inh: -6; Tb PFK block: -4%; Giardia kill: 4; FBPA coupling cs: -1

How did Cc1ccccc1C(=O)NC(C)c1ccc2c(c1)CCCC2 (stereo unspecified) do in these assays?
FLuc counter: 5%; RORgamma inh: 13%; NPC1 promoter act: 0%; uPA generation: 5%; ELG1 genotoxic: -6%; Gal4-VP16 FLuc: 2%; Rab9 promoter act: 4%; KCNH2 3.1 inh: -3; Tb PFK block: -1%; Giardia kill: 10; FBPA coupling cs: 0

What do the screens show for `CCc1ccc(NC(=O)COc2ccc(Br)cn2)cc1`?
FLuc counter: 1%; RORgamma inh: 3%; NPC1 promoter act: -2%; uPA generation: -2%; ELG1 genotoxic: 5%; Gal4-VP16 FLuc: 11%; Rab9 promoter act: 1%; KCNH2 3.1 inh: -7; Tb PFK block: 0%; Giardia kill: 4; FBPA coupling cs: -1

Results for Cc1ccc(S(=O)(=O)c2nc(S(C)(=O)=O)sc2NCC2CCCO2)cc1 (stereo unspecified) ?
FLuc counter: 1%; RORgamma inh: 3%; NPC1 promoter act: 8%; uPA generation: 1%; ELG1 genotoxic: 3%; Gal4-VP16 FLuc: -4%; Rab9 promoter act: 0%; KCNH2 3.1 inh: -16; Tb PFK block: -5%; Giardia kill: 8; FBPA coupling cs: 1

Results for CC1CCCN(C(=O)c2ccc(NC(=O)CC3SC(N4CCCC4)=NC3=O)cc2)C1 (stereo unspecified) ?
FLuc counter: 1%; NPC1 promoter act: -4%; uPA generation: 2%; ELG1 genotoxic: 2%; Rab9 promoter act: 2%; KCNH2 3.1 inh: -1; Tb PFK block: 4%; Giardia kill: 3
